Screening data as filed in PubChem.
Pol kappa inh: DNA polymerase kappa (human) inhibition; Potency, µM (doses to about 107 µM), inactives show top-dose activity, negative = inhibition, actives largely listed as inhibitors; AID 588579; Q9UBT6; hit rate 0.53% among 400,000; purified Pol kappa, fluorescent DNA synthesis assay, 10 min; further: on the % scale 0 is the no-effect control and ±100 the full control effect
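Fluorescent qHTS in 1536-well format: enzyme (10 nM) and compound sat 15 min at room temperature before 50 nM substrate (final) was added. Signal taken at 0 and 10 min; no-enzyme buffer wells were negative controls.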
G9a inh: G9a (human) methyltransferase inhibition. Q96KQ7. G9a H3K9 monomethylation, AlphaScreen, 2 h. Potency, µM (doses to about 102 µM), for the others: top-dose activity, negative = inhibition, most hits filed as inhibitors. hit rate 8.8% among 350,000. AID 504332; further: on the % scale 0 is the no-effect control and ±100 the full control effect; nearly all actives have a fitted effect of over 75% in size
Target sequence (Q96KQ7 913-1193 limits assumed): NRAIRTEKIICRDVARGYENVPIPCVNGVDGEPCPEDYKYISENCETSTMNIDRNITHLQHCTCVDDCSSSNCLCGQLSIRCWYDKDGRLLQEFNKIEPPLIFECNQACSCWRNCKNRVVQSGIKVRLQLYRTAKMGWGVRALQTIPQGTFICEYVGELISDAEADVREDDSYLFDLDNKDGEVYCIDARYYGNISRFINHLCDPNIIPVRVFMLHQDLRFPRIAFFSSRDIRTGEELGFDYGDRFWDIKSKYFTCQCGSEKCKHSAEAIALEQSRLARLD
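Chemiluminescent proximity detection of H3K9 monomethylation, read after 10 min bead incubation in the dark. Reaction: 20 nM G9a, 500 nM biotin-H3K9 peptide, 20 uM SAM cofactor, 2 h, room temperature, following 15 min enzyme-compound preincubation.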
Pol beta inh: blocks human DNA polymerase beta activity. P06746. Pol beta primer extension/strand displacement, fluorescence kinetic. hit rate 1.3% among 340,000. Potency, µM (series often up to 114 µM), inactives show top-dose activity change, negative = inhibition, most hits filed as inhibitors; further: on the % scale 0 is the no-effect control and ±100 the full control effect
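Pol beta (10 nM) was preincubated with compound for 15 min at room temperature. The reaction was then started with 50 nM substrate and read immediately and after a further 10 min at room temperature.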
BAZ2B inh: inhibitors of human BAZ2B bromodomain | AlphaScreen BAZ2B-H3K14Ac peptide displacement | Potency, µM (doses to about 114 µM), without a hit: at the highest dose activity change, negative = inhibition, most hits filed as inhibitors | hit rate 4.4% among 360,000; further: on the % scale 0 is the no-effect control and ±100 the full control effect; nearly all actives have a fitted effect of over 60% in size
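Compounds, titrated to a top concentration of 110 uM, were incubated 30 min at room temperature with preformed BAZ2B/acetyl-K14 H3 peptide complex (50 nM each). Proximity signal was measured by AlphaScreen after 20 min with beads.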
APE1 inh: inhibitors of human APE1 endonuclease; AID 2517; recombinant APE1, TAMRA/BHQ-2 abasic DNA cleavage fluorescence; hit rate 0.35% among 350,000; Potency, µM (doses to about 65.8 µM), for the others: at the top dose activity change, negative = inhibition, usual class: inhibitors;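 further: plate controls were vehicle for no effect and reference inhibitor for full effect; nearly all actives have a fitted effect of over 55% in size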
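Step 1: APE1 (0.75 nM) with compound, 15 min RT. Step 2: add 50 nM fluorophore/quencher THF duplex. Step 3: three fluorescence reads 60 s apart (525/598 nm); read 3 minus read 1 = reaction progress.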
Anesthetic bind: candidate novel general anesthetic via apoferritin binding; P02791; apoferritin/1-aminoanthracene competitive binding, fluorescence; Potency, µM (series often up to 77.5 µM), inactives show at the top dose activity change, negative = displacement, usual class: inhibitors; hit rate 0.074% among 350,000; AID 485281; further: on the % scale 0 is the no-effect control and ±100 the full control effect; nearly all actives have a fitted effect of over 20% in size
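In PBS, apoferritin at 10 uM is loaded with 1-AMA from a 50% saturated solution. After 10 min of compound exposure at ambient temperature, reduced 535 nm fluorescence indicates probe displacement.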
POLH inh: DNA polymerase eta (human) inhibition. Q9Y253. recombinant Pol eta, fluorescent DNA replication assay. Potency, µM (titrated, usually from 114 µM), inactives show top-dose activity change, negative = inhibition, actives largely listed as inhibitors. hit rate 1.2% among 390,000; further: on the % scale 0 is the no-effect control and ±100 the full control effect
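Fluorescent replication assay: 50 nM final substrate added after a 15 min room-temperature compound preincubation with 10 nM enzyme. Signal taken at 0 min and again at 10 min.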
Pol iota inh: blocks human DNA polymerase iota activity; Potency, µM (titrated, usually from 115 µM), for the others: at the highest dose activity, negative = inhibition, usual class: inhibitors; AID 588590; Pol iota fluorescent replication assay, 10 min; Q9UNA4; hit rate 1% among 390,000
Target sequence (Q9UNA4 whole entry, looked up): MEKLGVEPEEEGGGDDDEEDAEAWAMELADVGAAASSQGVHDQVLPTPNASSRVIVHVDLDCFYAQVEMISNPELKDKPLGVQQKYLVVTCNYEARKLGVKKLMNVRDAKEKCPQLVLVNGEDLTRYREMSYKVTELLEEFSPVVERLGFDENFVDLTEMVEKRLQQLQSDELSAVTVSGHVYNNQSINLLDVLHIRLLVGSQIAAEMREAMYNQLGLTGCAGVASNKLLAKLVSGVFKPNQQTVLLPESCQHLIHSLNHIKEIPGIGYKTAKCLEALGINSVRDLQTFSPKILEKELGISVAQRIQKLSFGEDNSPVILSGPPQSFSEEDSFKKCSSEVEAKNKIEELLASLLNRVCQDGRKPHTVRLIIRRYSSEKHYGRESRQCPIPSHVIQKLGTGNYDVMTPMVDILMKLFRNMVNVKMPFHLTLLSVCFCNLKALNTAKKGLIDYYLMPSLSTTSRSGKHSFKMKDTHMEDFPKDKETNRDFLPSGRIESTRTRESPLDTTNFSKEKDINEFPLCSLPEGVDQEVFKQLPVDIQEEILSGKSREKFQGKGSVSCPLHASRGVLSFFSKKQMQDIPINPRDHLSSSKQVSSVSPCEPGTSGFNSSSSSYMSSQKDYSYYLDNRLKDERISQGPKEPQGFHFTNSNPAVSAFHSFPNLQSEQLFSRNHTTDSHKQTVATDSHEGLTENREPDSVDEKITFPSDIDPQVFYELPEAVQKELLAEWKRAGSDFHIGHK
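Fluorescent replication assay read twice, at 0 min and 10 min after adding 50 nM (final) substrate. Enzyme (10 nM) and compounds were first incubated 15 min at room temperature; enzyme-free buffer wells were negative controls.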
BLM inh: inhibitors of human Bloom syndrome helicase BLM. P54132. recombinant BLM DNA unwinding, fluorescence dequenching. Potency, µM (doses to about 56.1 µM), inactives show at the top dose activity change, negative = inhibition, most hits filed as inhibitors. hit rate 0.2% among 350,000. AID 2528;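 further: plate controls were vehicle for no effect and no enzyme for full effect; nearly all actives have a fitted effect of over 35% in size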
* = called active by the depositor; u = inconclusive; x = no result given; & = joins results of further samples; [ ] = remark or other dose. The call rests on the fitted dose curve; in most records, active means well fitted curve in the direction sought with a large enough effect; inconclusive means small, poorly fitted or top-dose-only effect, or another doubt; inactive means no such curve, though single readings can be large; an effect the other way counts as inactive or inconclusive. Potency means the concentration at half of the fitted maximal effect. Not all compounds are listed; rates above refer to the full screens.

1. CN1C(=O)c2ccccc2NC(=O)[C@]12O[C@@H]2c1ccccc1
2. COc1cc2c(c(OC)c1OC)-c1ccc(O)c(=O)cc1[C@@H](N)CC2
3. CN1CC[C@@]2(CCCN(C(=O)c3ccco3)C2)C1
4. CCN(CC)c1ccc(CNCCc2ccc(F)cc2)cc1
5. O=[N+]([O-])c1ccc(CN2CC=C(c3ccccc3)CC2)cc1
6. Cc1cc(OCC(=O)NC(Cc2ccc(Cl)cc2)C(=O)O)c2c3c(c(=O)oc2c1)CCC3 (configuration not stated)

assay / entry	1	2	3	4	5	6
G9a inh	23.1%[59 µM]	-2.3%[12.7 µM]	-6.1%[12.7 µM]	12.6µM*	u	-0.1%[12.7 µM]
BAZ2B inh	-14.1%	5.5%	x	44.7µM*	u	-32.9%
POLH inh	-2.7%	-9.6%	x	-5.8%	-16.7%	-13.8%
APE1 inh	-8.8%	-3.8%	1.9%	1.5%	26.9%	24.6%
Anesthetic bind	-4.3%	x	x	-13.5%	-8.4%	-15.5%
BLM inh	1.3%	x	4.0%	0.8%	-2.5%	14.5%
Pol beta inh	1.2%	x	x	-0.4%	2.6%	0.6%
Pol iota inh	6.0%	49.7%[activator]	x	2.0%	u	23.0%
Pol kappa inh	12.1%	4.0%	-6.7%[60.1 µM]	-4.1%	-28.2%	-28.7%

7. CCOC(=O)[C@@]1(C#N)C(c2ccc(Cl)c(Cl)c2)[C@H](C(N)=O)N2C=C(C(C)=O)C=C[C@H]21 (some centres not stated)
8. CCn1ccnc1CN1CCCC(C(=O)c2ccc(SC)cc2)C1 (configuration not stated)
9. CC1CCCC(C2(O)C(=O)Nc3ccccc32)C1=O (configuration not stated)
10. C=CCn1c(O)c(C(C)=NCC2CCCO2)c(=O)[nH]c1=O (configuration not stated)
11. C[C@H](CCC(=O)O)[C@H]1CC[C@H]2[C@@H]3C(=O)C[C@@H]4CC(=O)CC[C@]4(C)[C@H]3CC(=O)[C@]12C
12. COc1ccc(NC(=O)N2CCC3(CC2)OCCO3)cc1OC

assay / entry	7	8	9	10	11	12
G9a inh	x	u	1.78µM*	-0.1%	-10.3%[59 µM]	-0.7%
BAZ2B inh	u	2.8%	-32.8%	-2.8%	14.5%	-3.9%
POLH inh	-17.7%	-9.2%	u	-7.8%	u	-2.6%
APE1 inh	-1.7%	-0.1%	14.0%	0.0%	-9.5%&-0.6%	u
Anesthetic bind	-22.7%	-11.7%	0.8%	-1.3%	15.3%	1.7%
BLM inh	-13.2%	0.1%	-0.7%	-3.6%	-0.9%	-0.6%
Pol beta inh	3.6%	9.0%	3.2%	23.7%	37.4%	1.1%
Pol iota inh	22.7%	u	-5.9%	21.9%	u	143.6%[activator]
Pol kappa inh	-28.7%	-18.9%	-7.2%	-0.6%	-43.9%	-11.4%

From no. 1 as far as 10, copied from above:
1. CN1C(=O)c2ccccc2NC(=O)[C@]12O[C@@H]2c1ccccc1
2. COc1cc2c(c(OC)c1OC)-c1ccc(O)c(=O)cc1[C@@H](N)CC2
3. CN1CC[C@@]2(CCCN(C(=O)c3ccco3)C2)C1
4. CCN(CC)c1ccc(CNCCc2ccc(F)cc2)cc1
5. O=[N+]([O-])c1ccc(CN2CC=C(c3ccccc3)CC2)cc1
6. Cc1cc(OCC(=O)NC(Cc2ccc(Cl)cc2)C(=O)O)c2c3c(c(=O)oc2c1)CCC3 (configuration not stated)
7. CCOC(=O)[C@@]1(C#N)C(c2ccc(Cl)c(Cl)c2)[C@H](C(N)=O)N2C=C(C(C)=O)C=C[C@H]21 (some centres not stated)
8. CCn1ccnc1CN1CCCC(C(=O)c2ccc(SC)cc2)C1 (configuration not stated)

assay / entry	1	2	3	4	5	6	7	8
G9a inh	23.1%[59 µM]	-2.3%[12.7 µM]	-6.1%[12.7 µM]	12.6µM*	u	-0.1%[12.7 µM]	x	u
BAZ2B inh	-14.1%	5.5%	x	44.7µM*	u	-32.9%	u	2.8%
POLH inh	-2.7%	-9.6%	x	-5.8%	-16.7%	-13.8%	-17.7%	-9.2%
APE1 inh	-8.8%	-3.8%	1.9%	1.5%	26.9%	24.6%	-1.7%	-0.1%
Anesthetic bind	-4.3%	x	x	-13.5%	-8.4%	-15.5%	-22.7%	-11.7%
BLM inh	1.3%	x	4.0%	0.8%	-2.5%	14.5%	-13.2%	0.1%
Pol beta inh	1.2%	x	x	-0.4%	2.6%	0.6%	3.6%	9.0%
Pol iota inh	6.0%	49.7%[activator]	x	2.0%	u	23.0%	22.7%	u
Pol kappa inh	12.1%	4.0%	-6.7%[60.1 µM]	-4.1%	-28.2%	-28.7%	-28.7%	-18.9%

9. CC1CCCC(C2(O)C(=O)Nc3ccccc32)C1=O (configuration not stated)
10. C=CCn1c(O)c(C(C)=NCC2CCCO2)c(=O)[nH]c1=O (configuration not stated)

assay / entry	9	10
G9a inh	1.78µM*	-0.1%
BAZ2B inh	-32.8%	-2.8%
POLH inh	u	-7.8%
APE1 inh	14.0%	0.0%
Anesthetic bind	0.8%	-1.3%
BLM inh	-0.7%	-3.6%
Pol beta inh	3.2%	23.7%
Pol iota inh	-5.9%	21.9%
Pol kappa inh	-7.2%	-0.6%

2 records picked at random from those above:
4. CCN(CC)c1ccc(CNCCc2ccc(F)cc2)cc1
8. CCn1ccnc1CN1CCCC(C(=O)c2ccc(SC)cc2)C1 (configuration not stated)

assay / entry	4	8
G9a inh	12.6µM*	u
BAZ2B inh	44.7µM*	2.8%
POLH inh	-5.8%	-9.2%
APE1 inh	1.5%	-0.1%
Anesthetic bind	-13.5%	-11.7%
BLM inh	0.8%	0.1%
Pol beta inh	-0.4%	9.0%
Pol iota inh	2.0%	u
Pol kappa inh	-4.1%	-18.9%

(cont.)
13. CCCCCCn1c(=O)c(C(=O)Nc2nc(CC(=O)OCC)cs2)c(O)c2ccccc21
14. Cc1ccc2c(C)cccc2c1
15. Cc1cc(OC(=O)N(C)C)nn1C(=O)N(C)C
16. Cc1ncsc1CCOC(=O)c1ccc([N+](=O)[O-])cc1
17. Cc1ccc(N2C(=O)NC(=O)/C(=C/c3ccoc3)C2=O)cc1
18. CCOC(=O)N1C(C)CN(/[N+]([O-])=N/Oc2ccc([N+](=O)[O-])cc2[N+](=O)[O-])CC1C (configuration not stated)

assay / entry	13	14	15	16	17	18
G9a inh	x	x	x	u	x	x
BAZ2B inh	8.2%	x	x	u	7.94µM*	x
POLH inh	-3.6%	1.4%	x	-15.0%	3.16µM*	x
APE1 inh	7.1%	21.2%	14.5%	-1.7%	1.58µM*	-8.0%
Anesthetic bind	9.6%	x	5.4%	-2.9%	-5.4%	-16.0%
BLM inh	-10.6%	x	3.4%	2.6%	15.8µM*	-1.7%
Pol beta inh	-0.3%	x	x	-18.4%	u	x
Pol iota inh	45.4%[activator]	-10.5%	x	4.3%	7.94µM*	u
Pol kappa inh	2.0%	-5.1%	-11.1%[12 µM]	-7.1%	22.4µM*	4.3%

19. Cc1cc(C)cc(NC(=S)NC2CC3CCCC(C2)N3Cc2cccs2)c1 (configuration not stated)
20. O=C(Cc1ccc(S(=O)(=O)N2CCCC2)s1)N1CCN(c2ccc(F)cc2)CC1
21. CCn1cc(C(=O)c2cccs2)c2ccccc21
22. Cc1cccc(OCC(=O)N2CCN(Cc3ccc4c(c3)OCO4)CC2)c1
23. COC(=O)C1=C(c2ccc(F)cc2OCc2ccccc2)C[C@@H]2CC[C@H]1N2C(=O)NCc1ccc(Br)cc1
24. Cn1c(=O)cc(OCCCC(=O)N2CCC3(CC2)OCCO3)c2ccccc21

assay / entry	19	20	21	22	23	24
G9a inh	-45.2%[59 µM]	u	24.9%[59 µM]	10µM*	8.4%[0.501 µM]	-29.5%
BAZ2B inh	u	x	4.6%	50.1µM*	1.7%	u
POLH inh	-8.2%	u	-13.7%	-9.3%	-19.5%	-4.1%
APE1 inh	-2.9%	u	-1.2%	-3.2%	-10.0%	2.5%
Anesthetic bind	-16.4%	-15.8%	-22.1%	-10.8%	x	-8.7%
BLM inh	-3.9%	-3.9%	-3.0%	-8.2%	x	-3.2%
Pol beta inh	-12.4%	31.6µM*	2.5%	7.4%	x	5.5%
Pol iota inh	u	u	18.1%	54.8%[activator]	12.1%	23.7%
Pol kappa inh	-7.9%[60.1 µM]	u	0.0%	3.1%	-2.8%	-2.2%

25. O=c1cccc2n1CC1CC2CN(c2nc(N3CCCCC3)nc(N3CCCCC3)n2)C1 (configuration not stated)
26. O=C(COc1ccccc1)N1CCN(Cc2c[nH]c3ccccc23)CC1
27. CCCc1[nH][nH]c(=O)c1C(c1ccc(Cl)cc1)C(C#N)C#N (configuration not stated)
28. OC(Cn1cncn1)(Cn1cncn1)c1ccc(F)cc1F

assay / entry	25	26	27	28
G9a inh	-16.7%	12.6µM*	u	-23.2%[2.33 µM]
BAZ2B inh	-20.1%	x	-6.0%	x
POLH inh	-4.2%	-19.5%	-20.4%	-7.3%
APE1 inh	5.2%	-1.0%	-4.1%	-3.8%
Anesthetic bind	-2.8%	-13.3%	-10.5%	0.7%
BLM inh	-1.7%	0.2%	-5.1%	5.7%
Pol beta inh	-4.6%	-0.3%	-5.1%	x
Pol iota inh	23.2%	17.8%	24.8%	41.1%[activator]
Pol kappa inh	-4.6%	-5.6%	-4.8%	13.9%
